p53ts 32C kill – qHTS Screen for Compounds that Selectively Target Cancer Cells with p53 Mutations: Cytotoxicity of p53ts Cells at the Permissive Temperature; H1299-p53A138V at 32C, ATP luminescence viability, 24 h; Potency, µM (titrated, usually from 46.1 µM), without a hit: top-dose activity change, negative = cytotoxicity, hits mostly cytotoxic; 130,000 tested, 0.93% active; AID 924, 2007;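 also: 0% = DMSO and -100% = full killing by reference compound; nearly all actives have a fitted effect of over 55% in size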
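Viability by ATPlite luminescence after 24 h compound treatment (up to 46 uM) at the permissive 32C. Cells are H1299 carrying p53 A138V. Scale runs from DMSO basal to 100 uM tamoxifen as full kill; AC50 from Hill fits.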
p53ts 39C kill – qHTS Screen for Compounds that Selectively Target Cancer Cells with p53 Mutations: Cytotoxicity of p53ts Cells at the Nonpermissive Temperature; 130,000 tested, 1.5% active; H1299-p53A138V viability at 39C, ATP luminescence, 24 h; Potency, µM (top dose mostly 46.1 µM), for the others: at the top dose activity change, negative = cell killing, usual class: cytotoxic; also: nearly all actives have a fitted effect of over 55% in size
IkB sig inh – IkB Signaling. Potency, µM (series often up to 57.1 µM), without a hit: at the top dose IkBa stabilization activation. 110,000 tested, 0.04% active. ABC-DLBCL IkBa-CBG/CBR dual luciferase ratio, 4 h; response scale: scaled: untreated 0%, proteasome inhibitor 100%; active = well fitted curve in the direction sought with a large enough effect in the signal ratio, not every such curve was filed as active; inconclusive = small, poorly fitted or top-dose-only effect, or a change in a side signal; the % refers to the signal ratio;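 also: the direction sought is a rising ratio; 0% = basal untreated cells and 100% = reference inhibitor full response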
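Curves were fitted separately to fusion (green), unfused (red) and ratio luminescence, then classed by r2, magnitude and activity. Cells: OCI-Ly3, 4 h compound plus doxycycline at 37C; 10 uM MG-132 defined full response.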
Peg3 imprint – qHTS Assay for Compounds that Induce Erasure of Genomic Imprints | Potency, µM (top dose mostly 60.7 µM), without a hit: top-dose activity change, positive = activation, most hits filed as activators | 110,000 tested, 0.02% active | mouse ES Peg3-LacZ reporter, beta-gal luminescence, 40 h;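 also: 0% = negative control wells on the plate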
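Readout: BetaGlo luminescence (5 min, room temp) for LacZ from the normally silent maternal Peg3 allele in female Peg3LacZ-Neo ES cells. Cells 300/well, 40 h, 37C, 5% CO2. Data normalized per plate to negative controls.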
* marks the source's active call; other numbers are inactive results; ? = inconclusive; . = no result given; [ ] = dose if it differs, or a comment. Unless noted, calls follow the shape of the dose curve; as a rule, active = well fitted curve in the direction sought with a large enough effect; inconclusive = small, poorly fitted or top-dose-only effect, or another doubt; inactive = no such curve, though single readings can be large; an effect the other way counts as inactive or inconclusive. Unless noted, % is scaled to controls: 0 for no effect and ±100 for the full control effect; potency is read from the fitted curve at half-maximal effect.

item	smiles	p53ts 32C kill	p53ts 39C kill
1	Nc1ccc(S(=O)(=O)NC2(C(F)(F)F)NC(=O)N(c3cccc(Cl)c3)C2=O)cc1 (configuration not stated)	2%	12%
2	COc1cc2cnncc2cc1OC	-2%	14%
3	CCOC(=O)c1c(C)sc(-c2c(-c3ccc(OC)c(F)c3)[nH]c3c2c(=O)[nH]c(=O)n3C)c1O	21%	29%
4	CCN(CC)S(=O)(=O)c1cc(C(=O)Nc2ccc(Cl)cn2)ccc1C	?	?
5	CCc1ccccc1S(=O)(=O)Cc1ccc(C(=O)NCCc2ccc(Cl)cc2)o1	4%	-17%
6	COc1ccccc1C(=O)NCC1(N2CCN(C)CC2)CCCCC1	-10%	?
7	COc1ccccc1OCC(=O)NCC1CCCCC1	0%	-2%
8	Cc1ccc2nc(NC(=O)CN(C)S(=O)(=O)c3cccc4nsnc34)sc2c1	-24%	-8%

item	IkB sig inh	Peg3 imprint
1	-3.8%	?
2	.	.
3	?	-11%[10.9 µM]
4	?	-18%
5	?	-5%[10.9 µM]
6	0.9%	-7%[10.9 µM]
7	0.9%	-9%
8	-0.2%	-22%

The results go on:
item	smiles	p53ts 32C kill	p53ts 39C kill
9	CCC(=O)c1cc2c(C)cc(=O)oc2c(C)c1O	15%	24%
10	CC1CCc2nc(NC(=O)COc3ccc(C(C)(C)C)cc3)sc2C1 (configuration not stated)	?	4%
11	CSc1nc(O)c(C2OC(=O)c3ccccc32)c(=O)[nH]1 (configuration not stated)	7%	0%
12	Cc1ccc(CNS(=O)(=O)c2ccc(N3CCCCS3(=O)=O)cc2)cc1	-1%	-19%
13	COC(=O)c1c(N)c2ccccc2[nH]c1=O	5%	2%
14	Cc1cc(C)c2nc(NC(=O)c3ccc(S(=O)(=O)N4CCC(C)CC4)cc3)sc2c1	-13%	-21%
15	CCOC(=O)c1c(C)n(-c2ccccc2)c2ccc(OC(=O)COc3ccccc3)cc12	1%	-4%
16	Cn1c(SCc2ccc(F)cc2)nc2c([nH]c3ccccc32)c1=O	-3%	-18%

item	IkB sig inh	Peg3 imprint
9	-2.0%	?
10	?	-9%[10.9 µM]
11	1.2%	-8%
12	-1.5%	-3%[10.9 µM]
13	1.2%	-7%
14	?	-8%[10.9 µM]
15	?	-9%[10.9 µM]
16	?	-4%[10.9 µM]

Next structures
item	smiles	p53ts 32C kill	p53ts 39C kill
17	COC(=O)c1sccc1NC(=O)c1cc(C)on1	6%	0%
18	COc1ccc(OCCOC(=O)c2cccs2)cc1	0%	-6%
19	Cc1cc(C)n(-c2ccc(OCC(=O)O)nn2)n1	9%	8%
20	O=c1[nH]c2ccc(Cl)cc2c(-c2ccccc2)c1CN1CCOCC1	-2%	3%
21	Fc1ccc(CN2CCCCCCC2)c(F)c1	-1%	9%
22	COC(=O)C1=C(NC(=O)c2cccc(C)c2)CCS1	8%	-6%
23	CC(C)N(Cc1ccccc1)C(=O)CCS(=O)(=O)c1cc2c(cc1Cl)NC(=O)CO2	9%	-16%
24	Cc1ccc(-c2cc(C(=O)Nc3c(C(=O)c4ccc(C)c(F)c4)oc4ccccc34)no2)cc1	-3%	10%

item	IkB sig inh	Peg3 imprint
17	-0.3%	-11%
18	-0.2%	-8%
19	11%	?
20	2.1%	-14%
21	3.4%	-4%
22	0.6%	-40%[inhibitor]
23	0.0%	10%[10.9 µM]
24	1.1%	-2%[10.9 µM]

(more compounds)
item	smiles	p53ts 32C kill	p53ts 39C kill
25	CCC(C)(NC(=O)c1ccccn1)C(=O)NC1CCCCC1 (configuration not stated)	-4%	-3%
26	CC(C)CC(=O)NC1(C(F)(F)F)C(=O)Nc2c1c(=O)[nH]c(=O)n2-c1ccccc1 (configuration not stated)	5%	6%
27	Cc1ccc(C)c(CN2C(=O)c3ccccc3S(=O)c3ccc(C(=O)NCCc4ccc(Cl)cc4)cc32)c1 (configuration not stated)	16%	10%
28	COc1ccc(N(CC(=O)Nc2ccc3c(c2)OCO3)S(C)(=O)=O)c(OC)c1	2%	-2%
29	CCS(=O)(=O)c1ccc(O)c(NC(=O)Nc2ccccc2)c1	1%	-12%
30	O=C(Cn1cnc2c(nnn2Cc2ccc(Cl)cc2)c1=O)OCc1ccccc1	-9%	1%
31	O=C(O)c1ccc(CSc2ncn[nH]2)cc1	1%	8%
32	c1ccc(SCCSc2ccccc2)cc1	-16%[1.84 µM]	-8%

item	IkB sig inh	Peg3 imprint
25	-1.6%	-8%
26	-2.2%	-3%[10.9 µM]
27	1.1%	-13%[10.9 µM]
28	1.6%	-2%
29	-2.0%	-27%
30	?	3%
31	-1.0%	-21%
32	-2.2%	7%

Following part
item	smiles	p53ts 32C kill	p53ts 39C kill
33	C[C@@H](O)[C@H]1C(=O)N2C(C(=O)O)=C(S[C@@H]3CN[C@H](C(=O)N(C)C)C3)[C@H](C)[C@H]12	-2%[20.6 µM]	4%[20.6 µM]
34	COC(=O)NC1CSCC1OC(=O)CN1C(=O)c2ccccc2C1=O (configuration not stated)	6%	0%
35	COC(=O)Cn1c2c(c3cc(C)ccc31)CCCC2	-15%	4%
36	CC(C)OC(=O)c1cn(-c2ccccc2)nc1-c1ccco1	2%	-7%
37	O=C(O)C1C2C=CC(O2)C1C(=O)Nc1ccc(S(=O)(=O)N2CCc3ccccc32)cc1 (configuration not stated)	-2%	8%
38	CCOc1c(C(N)=O)c(-c2ccccc2)c2c(=O)[nH]c3ccccc3n12	6%	5%
39	Cc1cccc(OCC(=O)Nc2ccccc2OCc2cc(=O)n3cc(C)ccc3n2)c1	-5%	-19%
40	CCCCNC(=O)c1ccc(-c2nc(CS(=O)(=O)c3ccc(C)cc3)c(C)o2)cc1	1%	?

item	IkB sig inh	Peg3 imprint
33	0.0%[25.6 µM]	-5%[16.8 µM]
34	-0.7%	1%
35	22%	-11%
36	17%	-19%
37	1.2%	2%
38	?	4%
39	?	5%[10.9 µM]
40	0.3%	8%[10.9 µM]

The list goes on:
item	smiles	p53ts 32C kill	p53ts 39C kill
41	COc1ccc(S(=O)(=O)Nc2cc(-c3cn4ccccc4n3)ccc2C)cc1	2%	12%
42	C=CCn1c(SCC(N)=O)nnc1-c1cc(Br)ccc1O	-24%	12%
43	c1ccc2c(c1)nc1n2C2(N3CCOCC3)CCCC2C1N1CCOCC1 (configuration not stated)	-12%	-8%
44	C[C@@H]1CC[C@H]2C(=O)O[C@H](CN=[N+]=[N-])CN2[C@@H]1c1ccc(Br)cc1	-2%[9.22 µM]	13%[9.22 µM]
45	COc1cc(C(=O)Nc2cccc(OCc3cc(=O)n4cc(C)sc4n3)c2)cc(OC)c1OC	1%	0%
46	CCOC(=O)c1ccccc1NC(=O)CCOc1ccccc1	-5%	15%
47	CCCc1cc(N2CCN(c3cc(Cl)ccc3C)CC2)n2cnnc2n1	-7%	?
48	O=C(c1cccc(F)c1)N1CCC2(CC1)CN(c1ccncc1)C2	-8%	5%

item	IkB sig inh	Peg3 imprint
41	-1.0%	-2%[10.9 µM]
42	1.2%	-14%
43	20%	-7%
44	.	.
45	?	-7%[10.9 µM]
46	?	-7%[10.9 µM]
47	?	-20%[10.9 µM]
48	1.6%[11.4 µM]	.

Carrying on:
item	smiles	p53ts 32C kill	p53ts 39C kill
49	CCc1ccc(C2=CC(c3cccc(Br)c3)n3nnnc3N2)cc1 (configuration not stated)	11%	-10%
50	CCCn1c(=N)c(C(=O)NCC2CCCO2)cc2c(=O)n3cc(C)ccc3nc21 (configuration not stated)	-8%	4%
51	COc1ccc(C(=O)Nc2cccc(C(=O)OCc3cc(=O)n4c5c(sc4n3)CCCC5)c2)cc1	-22%	-30%
52	Cc1c(Cl)cccc1-n1ncc(C(=O)N2CCOCC2)c1C1CCN(C(=O)OC(C)(C)C)CC1	12%	-12%
53	CCOC(=O)NC(Nc1ccc(S(N)(=O)=O)cc1)(C(=O)OCC)C(F)(F)F (configuration not stated)	-13%	16%
54	Clc1ccc(C(c2nnnn2C2CCCCC2)N(Cc2cccnc2)Cc2ccco2)cc1 (configuration not stated)	9%	0%
55	CC(C)CC(=O)Nc1cccc(-c2cn3cccnc3n2)c1	?	?
56	O=C(CC1SCCNC1=O)Nc1cc(Cl)cc(Cl)c1 (configuration not stated)	2%	-4%

item	IkB sig inh	Peg3 imprint
49	-2.0%	-18%[10.9 µM]
50	1.8%	-10%[10.9 µM]
51	?	-92%[inhibitor][10.9 µM]
52	1.1%	-5%[10.9 µM]
53	-2.7%	-1%
54	?	-8%
55	-0.5%	8%[10.9 µM]
56	0.1%	-19%

Other compounds:
item	smiles	p53ts 32C kill	p53ts 39C kill
57	COc1ccccc1-c1noc(CCC(=O)Nc2ccccc2Cl)n1	-2%	-5%
58	COC(=O)Cn1ncn2cccc2c1=O	-3%	5%
59	O=S(=O)(Nc1ccc2c(c1)oc1ccccc12)N1CCCC1	31%[activator]	-6%
60	COc1ccc(CC(=O)Nc2ccc(-c3nnc(-c4ccccc4)o3)cc2)cc1OC	10%	6%
61	CC(=O)OC[C@@H]1O[C@@H](O/N=C2/C[C@@H](O)[C@@H](O)[C@@H]3[C@H]4C(=O)N(c5ccc(F)cc5F)C(=O)[C@@H]4CC[C@@H]23)[C@H](OC(C)=O)[C@H](OC(C)=O)[C@@H]1OC(C)=O	8%[9.22 µM]	13%[9.22 µM]
62	COc1cc(-n2cnnn2)ccc1S(=O)(=O)N1CCOCC1	4%	3%
63	N#Cc1c(-c2ccccc2)cc(-c2ccccc2)nc1SCC(O)CS(=O)(=O)Cc1ccccc1 (configuration not stated)	11%	9%
64	COc1ccc(Cl)cc1NC(=O)c1nn(C)c2c1CS(=O)(=O)c1ccccc1-2	-2%	5%

item	IkB sig inh	Peg3 imprint
57	1.2%	-8%
58	.	.
59	?	-13%
60	?	-11%
61	.	.
62	-0.6%	-5%
63	5.8%	-6%[10.9 µM]
64	?	-6%[10.9 µM]

Additional compounds follow:
item	smiles	p53ts 32C kill	p53ts 39C kill
65	Cc1cn(S(=O)(=O)c2ccc(Br)c3ccccc23)cn1	2%	2%
66	Cc1c2cnn(-c3ccccc3)c(=O)c2c(C)n1CC(=O)NCc1ccc(Cl)cc1	-11%	-46%
67	CCOC(=O)c1[nH]cnc1C(=O)NC1CCCCC1	1%	-9%
68	FC(F)(F)c1ccccc1-c1ccc2ncnc(NCc3cccnc3)c2c1	4%	-9%
69	CC(=O)NC1CC2CCC(C1)N2Cc1ccc(C)cc1 (configuration not stated)	3%	6%
70	COc1ccc(Nc2nc(CC(C)=O)ns2)cc1OC	4%	8%
71	CC(=O)Nc1ccc(NC(=O)C(NS(=O)(=O)c2ccc(Br)s2)c2ccccc2)cc1 (configuration not stated)	9%	-9%
72	CCOC(=O)N1CCC(N2Cc3cccc(C(=O)NCC4CCN(CC(C)C)C4)c3C2=O)CC1 (configuration not stated)	7%	6%
73	Cc1nc(C)c(-c2csc(Nc3cccnc3)n2)s1	4%	-4%
74	c1ccc2c(c1)nc(N1CCOCC1)c1c3ccccc3[nH]c21	-8%	14%

item	IkB sig inh	Peg3 imprint
65	.	.
66	2.2%	-8%[10.9 µM]
67	-0.2%	-3%
68	4.9%[11.4 µM]	-20%
69	0.7%	0%
70	-1.6%	-9%
71	?	-9%[10.9 µM]
72	2.1%	-10%
73	2.5%	-6%
74	-3.3%	-11%

Compound activity deposited in PubChem BioAssay by National Center for Advancing Translational Sciences (NCATS).
